HTT ATP protect: qHTS Multiplex Assay to Identify Dual Action Probes in a Cell Model of Huntington: Cytoprotection (ATP); PC12 HTT-Q103 induced, cytoprotection, ATP luminescence, 40 h; Potency, µM (highest dose often 56.4 µM), for inactives: cytoprotection (ATP increase), usual class: activators; hit rate 0.14% among 230,000;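 further: potency means the concentration at half of the fitted maximal effect; % of control where 0% means no effect; nearly all actives have a fitted effect of over 45% in size; toxic huntingtin expression switched on by the ecdysone agonist tebufenozide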
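Quantitative HTS on tebufenozide-induced (100 nM) PC12 cells expressing HTTQ103 exon 1–GFP; compounds tested as a concentration series; survival measured via cellular ATP.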
HttQ103 aggreg: qHTS Multiplex Assay to Identify Dual Action Probes in a Cell Model of Huntington: Aggregate Formation (GFP) | hit rate 1.1% among 220,000 | PC12 HttQ103-GFP aggregates, Acumen cytometry, 40 h | Potency, µM (series often up to 46.1 µM), inactives show top-dose activity change, negative = inhibition, actives largely listed as inhibitors; further: potency means the concentration at half of the fitted maximal effect; on the % scale 0 is the no-effect control and ±100 the full control effect; nearly all actives have a fitted effect of over 60% in size
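PC12 cells stably carrying ecdysone-inducible HTT exon 1 Q103–GFP were induced with tebufenozide (100 nM final) and treated with library compounds in titration. GFP aggregates in lysates were counted by laser scanning cytometry.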
IMPase Li cell: qHTS Assay for Identifying the Cell-Membrane Permeable IMPase Inhibitors: Potentiation with Lithium; CHO-M1 cells, IP1 TR-FRET (IP-One), carbachol + lithium; Potency, µM (highest dose often 59.4 µM), for the others: at the highest dose activity, negative = IMPase inhibition, actives largely listed as inhibitors; hit rate 0.35% among 210,000;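 further: IP1 builds up when IMPase is blocked and the TR-FRET signal falls; potency means the concentration at half of the fitted maximal effect; plate controls were basal vehicle for no effect and high inhibitor control for full effect; nearly all actives have a fitted effect of over 50% in size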
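Concentration–response in CHO-M1 cells, lithium-potentiated; 30 min at 37C. IP1 detected by competitive TR-FRET after 10 min lysis at RT. Hill-fitted AC50.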
CBFb RUNX1 block: qHTS Assay for Compounds Blocking the Interaction Between CBF-beta and RUNX1 for the Treatment of Acute Myeloid Leukemia; Potency, µM (highest dose often 59.8 µM), for the others: at the top dose activity, negative = inhibition, most hits filed as inhibitors; Runt-related transcription factor 1 (Homo sapiens) + Core-binding factor subunit beta …; 230,000 tested, under 10 active; AlphaScreen CBFb-His/RUNX1-biotin binding, biochemical; further: % of control where 0% means no effect
Target sequence (Q01196 whole entry, looked up): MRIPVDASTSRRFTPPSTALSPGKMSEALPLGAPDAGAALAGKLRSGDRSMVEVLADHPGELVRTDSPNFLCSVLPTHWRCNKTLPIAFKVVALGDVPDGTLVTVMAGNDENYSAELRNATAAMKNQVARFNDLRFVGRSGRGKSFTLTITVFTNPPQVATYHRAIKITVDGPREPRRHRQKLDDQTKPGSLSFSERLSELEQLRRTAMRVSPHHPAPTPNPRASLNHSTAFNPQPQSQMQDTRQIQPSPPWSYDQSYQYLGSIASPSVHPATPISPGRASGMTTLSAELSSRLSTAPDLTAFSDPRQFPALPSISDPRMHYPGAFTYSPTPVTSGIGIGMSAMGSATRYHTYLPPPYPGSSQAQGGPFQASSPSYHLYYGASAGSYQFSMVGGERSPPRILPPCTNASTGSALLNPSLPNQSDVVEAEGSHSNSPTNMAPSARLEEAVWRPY
Target sequence (Q13951 whole entry, looked up): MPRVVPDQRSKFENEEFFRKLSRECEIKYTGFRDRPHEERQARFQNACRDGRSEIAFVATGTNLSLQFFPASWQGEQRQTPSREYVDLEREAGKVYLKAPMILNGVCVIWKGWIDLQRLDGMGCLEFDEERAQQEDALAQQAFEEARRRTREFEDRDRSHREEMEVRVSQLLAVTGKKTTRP
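His-tagged CBF-beta and biotinylated RUNX1 (30 nM each) were premixed 20 min at room temperature, exposed to compound for 15 min, then given nickel-chelate and streptavidin AlphaScreen beads (50 ng each). After 90 min, AlphaScreen signal was read.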
SMN2 splice enh: qHTS Assay for Enhancers of SMN2 Splice Variant Expression; hit rate 2.8% among 210,000; HEK293 SMN2-luciferase splicing reporter, luminescence, 30-36 h; Potency, µM (series often up to 46.1 µM), for inactives: top-dose activity change, positive = activation, actives largely listed as activators; further: potency means the concentration at half of the fitted maximal effect; % of control where 0% means no effect; nearly all actives have a fitted effect of over 55% in size
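qHTS luciferase splicing reporter: luminescence rises when SMN2 exon 7 is included in transfected HEK293 cells. Compound exposure lasted 30-36 h at 37C, with 4.5 mM final sodium butyrate as control, followed by a ONE-Glo read.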
Lamin A splicing: qHTS Assay for Modulators of Lamin A Splicing; HeLa LMNA splicing GFP/RFP minigene ratio, 48 h; Potency, µM (series often up to 46.1 µM), for inactives: top-dose ratio change, negative = inhibition, most hits filed as inhibitors; hit rate 0.01% among 200,000; AID 1487, 2009; active means well fitted inhibition curve with a large enough effect in the signal ratio, with a control signal flat, not every such curve was filed as active; inconclusive means small, poorly fitted or top-dose-only effect, or effect the other way, or a change in a side signal; the % refers to the signal ratio; further: potency means the concentration at half of the fitted maximal effect; on the % scale 0 is the no-effect control and ±100 the full control effect
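S3 HeLa stable clones carrying a lamin A-EGFP splicing minigene plus DsRed2 were seeded at 600 cells/well in Opti-MEM with 2% FBS, pin-dosed and incubated 48 h at 37°C. Acumen cytometry (488 nm) gave the GFP/RFP total-intensity ratio.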
Luc counter: Counterscreen for Luciferase (Kinase-Glo TM) Inhibition; Luciferin 4-monooxygenase (Photuris pensylvanica), Q27757; Kinase-Glo luciferase, ATP luminescence, 8 min; Potency, µM (top dose mostly 38.3 µM), inactives show top-dose activity change, negative = inhibition, actives largely listed as inhibitors; hit rate 0.28% among 200,000; AID 1379, 2008; further: potency means the concentration at half of the fitted maximal effect; on the % scale 0 is the no-effect control and ±100 the full control effect; nearly all actives have a fitted effect of over 60% in size
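Luminescence was the read-out, taken after 8-minute incubation at ambient temperature. Luciferase turned over luciferin with 10 uM ATP in imidazole pH 7.2 buffer containing KCl, MgCl2, Tween 20 and BSA.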
An asterisk follows results filed as active; ? = inconclusive; · = not tested or not shown; & = joins results of further samples; [ ] = another dose, or the depositor's remark. Unless noted, the call rests on the fitted dose curve; in most records, active means well fitted curve in the direction sought with a large enough effect; inconclusive means small, poorly fitted or top-dose-only effect, or another doubt; inactive means no such curve, though single readings can be large; an effect the other way counts as inactive or inconclusive. Random draw from the library; any-hit rate near 4%.

Fields: CBFb RUNX1 block	Luc counter	SMN2 splice enh	IMPase Li cell	HTT ATP protect	HttQ103 aggreg	Lamin A splicing
- O=C(Nc1ccc(-c2nc3ccccc3s2)c(O)c1)C1=COCCO1
    5%	-7%	2.2µM*	-17%	-29%[10 µM]	7%	10%
- O=C(Nc1cccc(F)c1)N1CC[C@@]2(CCCN(C(=O)c3csnn3)C2)C1
    ·	-4%	-16%	6%	-14%	·	·
- COc1cc(C(=O)Nc2nnc(C(C)(C)C)s2)c([N+](=O)[O-])cc1OC
    5%	0%	-40%[inhibitor]	3%	-7%[10 µM]	6%	-4%
- COC(=O)COc1ccc(S(=O)(=O)NCCC2=CCCCC2)cc1C
    5%	-2%	4%	-4%[38.3 µM]	7%[0.074 µM]	-2%	-1%
- Cc1ccc(Sc2c([N+](=O)[O-])ncn2C)cc1
    -1%	-1%	4%	5%[38.3 µM]	0%	?	-10%
- O=C1c2nc3cc(-c4ccco4)[nH]n3c(=O)c2CN1C1CCCCC1
    10%	·	·	·	-38%[10 µM]	-3%[9.22 µM]	·
- COc1ccc(OC)c(S(=O)(=O)NCc2ccccc2)c1
    3%	-4%	20%	-17%[38.3 µM]	-14%[0.074 µM]	-24%	1%
- COc1ccc(-c2ccnc(-c3ccncc3)n2)cc1
    3%	·	·	·	-7%[10 µM]	-15%[9.22 µM]	·
- CC(NC(=O)CSCc1ccccc1Br)c1ccccc1 (configuration not stated)
    5%	3%	15%	6%	5%[0.074 µM]	4%	7%
- O=C(Nc1ccccc1C(F)(F)F)c1cccnc1
    4%	0%	-17%	-13%[38.3 µM]	1%	-15%	3%
- CCN(CC)CCNC(=O)C(C)c1nn(C)c(=O)c2ccccc12 (configuration not stated)
    -1%	-2%	-9%	26%[38.3 µM]	17%	12%	2%
- O=C(Nc1cccnc1)c1cccc(S(=O)(=O)N2CCCCC2)c1
    0%	1%	·	10%	-3%[10 µM]	-13%[9.22 µM]	?
- Cc1ccc(NC2Sc3ccccc3NC2=O)cc1 (configuration not stated)
    -4%	1%	11µM*	8%	14%[10 µM]	?	25%[46 µM]
- CCN(CC)Cc1oc(-c2ccccc2)cc1C(=O)O
    3%	0%	·	-7%	1%[10 µM]	-12%[9.22 µM]	13%[46 µM]
- CC(C)C[C@H](NC(=O)Nc1cccc(C(F)(F)F)c1)C(=O)O
    8%	3%	4%	5%	-8%[0.074 µM]	2%	?
- Cn1c(=O)[nH]c(=O)c2c1nc(OC(=O)c1ccccc1)n2CC(O)COc1ccc(F)cc1 (configuration not stated)
    -1%	0%	-26%	-8%[38.3 µM]	-13%[0.074 µM]	14%	-1%
- S=c1[nH]c2ccccc2c2ccccc12
    ?	·	·	·	16%[10 µM]	-32%[9.22 µM]	·
- O=C(CSc1nc(C2CC2)nc2ccccc12)N1CCc2ccccc2C1
    3%	-8%	-18%	-9%[38.3 µM]	-13%	1%	?
- COC/C=C/C1=CC2=CC(=O)C(C)(OC(=O)c3cnc4ccccc4n3)C(=O)C2=CN1CCCOC(C)C (configuration not stated)
    -8%[13.1 µM]	-4%[7.66 µM]	9%[9.22 µM]	0%	4%&1%[10 µM]	19%[9.22 µM]	-11%[9.22 µM]
- CNCc1ccccc1OCC(=O)Nc1ccccc1
    3%	-3%	18%	25%[38.3 µM]	-16%	2%	6%
- S=C(Nc1cccc2ccccc12)N1CCN(c2ncccn2)CC1
    -5%	·	·	·	-24%	1%	-3%
- FC(F)(F)c1nc2ncc(Cl)cc2[nH]1
    1%	4%	-28%	2%[38.3 µM]	-9%	?	-8%
- CCCC(=O)NC(=S)Nc1ccccc1OC
    3%	-1%	0%	-10%[38.3 µM]	3%	2%	11%
- CCC(CC)C(=O)Nc1cccc(/C(C)=N\NC(=O)c2ccc(C)s2)c1
    12%	3%	28%	20%[38.3 µM]	1%	0%	2%
- CCOC(=O)C1=C(c2ccccc2)Nc2ncnn2C1c1ccccn1 (configuration not stated)
    2%	-3%	21%	15%[38.3 µM]	-4%	9%	12%
- Cc1ccc(NC(=O)C2CCC(=O)N2)cc1C (configuration not stated)
    13%	3%	3%	1%	15%[10 µM]	-11%	-12%
- CC1(c2ccccc2)O[C@@H]2C[C@H]3[C@@H]4CCC5=CC(=O)C=C[C@]5(C)[C@@]4(F)[C@@H](O)C[C@]3(C)[C@]2(C(=O)CO)O1 (some centres not stated)
    0%	·	·	·	5%[10 µM]	22%[9.22 µM]	·
- O=C(Nc1ccc(N2CCCCC2)cc1)c1ccc(F)cc1
    3%	-11%	3.5µM*	8%[38.3 µM]	-86%[inhibitor][10 µM]	?	9%
- Cc1ccccc1CSCCNS(C)(=O)=O
    5%	-6%	6%	8%[38.3 µM]	0%[10 µM]	23%	8%
- O=C(CCc1ccc(S(=O)(=O)N2CCOCC2)cc1)Oc1ccccc1
    2%	·	·	·	-4%	7%	4%
- O=C1C2CC=C(Cl)CC2C(=O)N1CCN1CCOCC1 (configuration not stated)
    0%	0%	12%	22%[38.3 µM]	-1%	3%[9.22 µM]	8%
- Cc1cc2nc(CCN3CCOCC3)n(S(=O)(=O)c3ccc(C(C)(C)C)cc3)c2cc1C
    -2%	2%	-19%	14%	-7%[10 µM]	14%	-3%
- Cc1c(C(=O)OC(C)C)sc(NC(=O)C2CCCO2)c1C(=O)OC(C)C (configuration not stated)
    0%	-5%	-13%	11%[38.3 µM]	-5%	-8%	3%
- CCc1nnc(NS(=O)(=O)c2ccc(Nc3ccc([N+](=O)[O-])c4nonc34)cc2)s1
    ?	-13%	-16%	5%	-17%	11%	·
- CCOc1cc(/C=C/C(=O)O)ccc1OCc1ccccc1
    -3%	3%	-15%	12%	-13%	-14%	?
- CCOC(=O)c1nc(N2CCN(C(=O)OCC)CC2)c2c3c(sc2n1)CCCC3
    11%	11%	-14%	2%[38.3 µM]	1%	15%	?
- Cc1nc(N2CCOCC2)c2c(C)c(C(=O)Nc3ccccc3C(F)(F)F)sc2n1
    5%	-2%	-4%	0%	-26%	-8%	·
- O=C1OC(C(=O)NCc2ccccc2)Cc2ccccc21 (configuration not stated)
    5%	0%	-16%	-4%	-16%	-4%	20%[46 µM]
- Cc1ccc(S(=O)(=O)N2CCOC2CNC(=O)C(=O)NCc2cccnc2)cc1 (configuration not stated)
    8%[2.36 µM]	11%	-5%	3%	·	-7%	6%
- Cc1cc(-c2cc(-c3ccccc3)on2)nc(NC2CCCC2)n1
    ?	·	·	·	3%[10 µM]	-25%[9.22 µM]	·
- COC(=O)c1cc2c(ccn2-c2ccc(F)cc2)n1CC(C)C
    -6%	-1%	-29%	-12%[38.3 µM]	-3%	-2%	0%
- S=c1oc(-c2ccncc2)nn1CCc1ccncc1
    ?	-1%	-20%	15%[38.3 µM]	-1%	-31%	-1%
- O=S(=O)(c1cccs1)N1CCCc2cccc(O)c21
    1%	-5%	9%	38%[activator][38.3 µM]	-15%	11µM*	5%
- COc1ccc(C)c(-n2c(=O)n(Cc3ccccc3)c(=O)c3[nH]cnc32)c1
    -1%	·	·	·	6%[10 µM]	-3%[9.22 µM]	·
- O=C(COC(=O)C1=COCCO1)Nc1ccccc1
    5%	·	·	-2%	-37%[inhibitor]	10%	·
- O=C(COc1cccc2cccnc12)NNC(=O)Nc1ccccc1
    7%	1%	7%	2%	-50%[inhibitor]	1%	·
- Cc1ccc(CN(Cc2ccco2)C(=S)Nc2ccccc2C)cc1
    -7%	5%	-5%	17%	-17%	10%	?
- Cc1ccc(NC(=S)Nc2ccc(OC(F)F)c(Cl)c2)cc1F
    17%	-1%	-8%	0%	6%	-18%	-22%[46 µM]
- CS[C@]12C(=O)C[C@]3(C)[C@@H](CC[C@@]3(O)C(=O)CO)[C@@H]1CCC1=CC(=O)CC[C@]12C
    ·	-3%[7.66 µM]	-7%[9.22 µM]	3%	-9%[10 µM]	·	·
- O=C(COC(=O)c1ccc([N+](=O)[O-])s1)NCc1ccccc1
    -9%	·	·	·	15%[10 µM]	-19%	-5%

The results go on.
Fields: CBFb RUNX1 block	Luc counter	SMN2 splice enh	IMPase Li cell	HTT ATP protect	HttQ103 aggreg	Lamin A splicing
- CC(=O)N1CCN(C(=O)COc2ccc(Br)cc2)CC1
    5%	-3%	-13%	19%[38.3 µM]	-18%	17%	9%
- Cc1cc(C)n(-c2nnc(C)n2NC(=O)c2cccc(Cl)c2)n1
    2%	-1%	-10%	7%	3%[1.9 µM]	-1%	-4%
- O=C(NCc1cc(C(F)(F)F)cc(C(F)(F)F)c1)C1CC(c2cccc(F)c2)=NO1 (configuration not stated)
    24%	·	·	·	0%[10 µM]	-19%[9.22 µM]	·
- O=C(/C=C/Nc1ccc(F)c(F)c1)c1cccs1
    0%	·	·	·	-8%[10 µM]	14%	-11%
- Cc1ccc2ncnc(Nc3ccccc3)c2c1
    14%	0%	-12%	-3%	-34%	?	?
- CCn1nc(C(=O)Nc2ccccc2C)c(Cl)c1Cl
    4%	-5%	?	3%[38.3 µM]	-51%[inhibitor]	9%	-1%
- O=C(O)c1ccccc1C(=O)NNc1ccc(Cl)cc1Cl
    4%	1%	5%	9%	-21%	13%[9.22 µM]	?
- CCNC(=S)N1CCC(C(N)=O)CC1
    5%	·	·	·	-3%[10 µM]	-19%[9.22 µM]	·
